Bioassay records as filed in PubChem.
Nrf2 ARE act: activators of Nrf2 (ARE) signaling. AID 624171. 410,000 compounds, 0.31% hits. Potency, µM (highest dose often 46.1 µM), for inactives: at the top dose activation, usual class: activators. AREc32 ARE-luciferase reporter (MCF7-derived line), luminescence, 24 h; note: potency is the fitted concentration of half-maximal effect; % of control where 0% means no effect; nearly all actives have a fitted effect of over 65% in size
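ARE activation measured as luciferase luminescence (Steady-Glo, 30 min RT) in AREc32_Fluc cells after 24 hr compound exposure at 37 deg C, 5% CO2; cells seeded overnight at 1000/well in OPTI-MEM, 5% FBS.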
TGFb inhibitor: TGF-b pathway inhibition | HepG2 CAGA-GFP TGF-b/SMAD3 reporter, GFP fluorescence, 18 h; TGF-beta stimulated, 500 pg/mL final | Potency, µM (highest dose often 46.1 µM), inactives show at the top dose activity, negative = inhibition, actives largely listed as inhibitors | 410,000 compounds, 1.2% hits | AID 588855; note: potency is the fitted concentration of half-maximal effect; % is set by controls: 0 for no effect and ±100 for the full control effect; nearly all actives have a fitted effect of over 65% in size
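Smad-responsive CAGA-GFP expression was quantified in HEPG2 cells exposed to compounds and 500 pg/mL final TGF-beta for 18 h at 37 degrees C; unstimulated wells defined full inhibition.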
A549 tox: counter-screen for Nrf2 inhibitors: cytotoxicity in A549 cells; Potency, µM (doses to about 46 µM), inactives show at the highest dose activity change, negative = cytotoxicity, usual class: inhibitors; A549 ARE-Fluc cells, CellTiter-Fluor viability, 18-24 h; 390,000 compounds, 0.16% hits; note: potency is the fitted concentration of half-maximal effect; % is set by controls: 0 for no effect and ±100 for the full control effect
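A549 ARE_Fluc cells in 5% FBS OPTI-MEM were exposed to compounds in concentration-response for 18-24 h at 37 deg C. Viability was read by CellTiter-Fluor fluorescence (Ex 405/Em 525) after 30 min, before the luciferase read.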
ATXN viability: reduces viability in counter-screen for ATXN expression inhibitors; S2 cells (HEK-293 line with an ATXN2-luciferase reporter) viability, CellTiter-Fluor protease fluorescence, 24 h; Potency, µM (highest dose often 56.7 µM), most hits filed as cytotoxic; AID 651635; 400,000 compounds, 0.49% hits; note: potency is the fitted concentration of half-maximal effect; nearly all actives have a fitted effect of over 40% in size
CCT chaperon mod: cytosolic chaperonin activity modulation; purified chaperonin ATPase assay, HTRF ADP detection, 30 min; activity change, % (test concentration not listed), hits read low; AID 651819; 360,000 compounds, 0.3% hits; in the data active = activity change below about -30%; note: % is set by controls: 0 for no effect and ±100 for the full control effect
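We incubate TRiC, 40 or 20 nM final, with library compounds at 76 uM and 10 uM ATP for 30 min at 37 °C. ADP formed is detected with Transcreener HTRF reagents after 30 min at room temperature.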
HepG2 viability: HepG2 cytotoxicity, counter-screen for TGF-b inhibitors | Potency, µM (series often up to 46.1 µM), inactives show at the highest dose activity change, negative = cytotoxicity, most hits filed as cytotoxic | HepG2 CAGA-GFP viability, ATP luminescence, 18 h | 410,000 compounds, 0.76% hits; note: potency is the fitted concentration of half-maximal effect; some results filed as inactive show a strong effect at the top dose
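HepG2 CAGA-GFP cells (1000/well, DMEM with 1% FBS) received compound, then TGF-beta at 500 pg/mL final, and were incubated 18 hours at 37 degrees C. Viability was read by CellTiter-Glo luminescence. Media-only wells were set as complete cell-killing and DMSO as no toxicity.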
Akt phos inh: Akt phosphorylation inhibition | Neuro2A IGF-stimulated pAkt S473 HTRF, 20 min; stronger effect = lower value | activity change, % for hits at 50 µM | 360,000 compounds, 0.32% hits; in the data active = activity change below about -80%; inconclusive = mostly about -51% to -80%; note: % is set by controls: 0 for no effect and ±100 for the full control effect
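Neuro2A cells in DMEM with 0.5% FBS, overnight at 37 deg C, given compound at single 50 µM final, then IGF (6 nM final) for 20 min at 37 deg C. Lysed; phospho-Akt Ser473 by HTRF after 24 h, 665/615 ratio.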
Nrf2 block: Nrf2 pathway inhibition. A549 ARE-Fluc reporter, luciferase luminescence, 18-24 h. Potency, µM (series often up to 46 µM), inactives show at the highest dose activity change, negative = inhibition, actives largely listed as inhibitors. 360,000 compounds, 2.1% hits. AID 504444; note: potency is the fitted concentration of half-maximal effect; % is set by controls: 0 for no effect and ±100 for the full control effect; nearly all actives have a fitted effect of over 60% in size
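Concentration-response testing used A549 ARE_Fluc cells at 5000 cells/well. Following an 18-24 h compound incubation, viability was read by fluorescence (Ex 405/Em 525) and luciferase output by luminescence.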
Mm-Cpn inhibitor: M. maripaludis TRiC chaperonin inhibition | 330,000 compounds, 0.031% hits | purified Mm-Cpn ATPase, ADP Transcreener TR-FRET | Potency, µM (doses to about 76.9 µM), inactives show top-dose activity, negative = inhibition, hits mostly inhibitors; note: potency is the fitted concentration of half-maximal effect; % is set by controls: 0 for no effect and ±100 for the full control effect; nearly all actives have a fitted effect of over 80% in size
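ATP (10 uM final) was added to archaeal chaperonin (25 nM final) after 10 min exposure to test compound at 37°C; after 30 min further incubation, ADP was detected by competitive TR-FRET.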
Active calls of the source: *; i = inactive; ? = inconclusive; / = no result given; [ ] = dose if it differs, or a comment. Unless noted, calls come from the whole dose curve; as a rule, active = well fitted curve in the direction sought with a large enough effect; inconclusive = small, poorly fitted or top-dose-only effect, or another doubt; inactive = no such curve, though single readings can be large; an effect the other way counts as inactive or inconclusive.

canonical_smiles	Nrf2 ARE act	TGFb inhibitor	A549 tox	ATXN viability	CCT chaperon mod	HepG2 viability	Akt phos inh	Nrf2 block	Mm-Cpn inhibitor
Cc1nc(NS(=O)(=O)c2ccccc2C)c2c3c(sc2n1)CCC3	-0.2%	-28%	-8%	i	-3.0	-8%	i	?	-3%
Cc1ccc2c(c1)c(C)c(C)n2CC(O)Cn1nc(C)c(Br)c1C (configuration not stated)	-0.2%	?	-10%	?	0.2	16µM*	i	7%	-7%
COc1cccc(/C=C/C(=O)OCC(=O)Nc2ccc3c(c2)OCO3)c1	2.7%	-1%	/	i	-1.6	0%	i	/	/
Cc1ccc(-c2ccccc2NC(=O)CS(=O)CC(=O)Nc2ccc(C)c(Cl)c2)o1 (configuration not stated)	17%	3%	-1%	i	1.0	-13%	i	-9%	0%
CSCCC(NC(=O)c1ccccc1)C(=O)N1CCN(Cc2ccc(Cl)cc2)CC1 (configuration not stated)	0.0%	-3%	-3%	?	-1.1	1%	i	-24%	1%
CS(=O)(=O)N(CC(=O)N1CCCCC1)c1ccc(Cl)c(C(F)(F)F)c1	0.0%	-9%	-6%	i	-0.2	-12%	i	-1%	-1%
Clc1nssc1=Nc1ccccc1	2.6%	-1%	-10%	i	-4.2	-42%	i	5%	-2%
O=C(CNC(=O)C(c1ccccc1)c1ccccc1)N/N=C\c1cccc(O)c1	-0.1%	-13%	1%	i	0.2	-9%	i	3%	0%
CCOC(=O)C1NN=C(C(=O)c2ccccc2)C1c1ccc(Cl)cc1 (configuration not stated)	3.5%	0%	10%	i	-4.2	-15%	i	-5%	-6%
Fc1ccc(/C=N/n2c(-c3cccs3)n[nH]c2=S)cc1	0.3%	-9%	9%	i	0.1	6%	i	-19%	3%
O=C(c1ccc(-c2ccc(Cl)cc2)o1)N1CCN(S(=O)(=O)c2cccs2)CC1	3.9%	?	-5%	?	2.2	-28%	i	?	-7%
O=S(=O)(CCN1CCN(c2ccccn2)CC1)c1ccc(Cl)cc1Cl	9.8%	-25%	2%	i	-1.0	11%	i	3%	-1%
COc1ccc(NC(=O)c2ccc3c(c2)C(=O)N(CC2CCCO2)C3=O)c(OC)c1 (configuration not stated)	0.2%	-4%	-2%	i	-1.3	12%	i	?	-2%
COc1cccc2cc(C(=O)NCc3ccc(C)cc3)c(=N)oc12	-1.0%	0%	-17%	i	1.3	-7%	i	?	2%
O=C(CCN1C(=O)CSc2ccccc21)Nc1ccc(OC(F)(F)F)cc1	-0.5%	?	-3%	i	-2.2	-18%	i	-2%	2%
CCc1ccc(NC(=O)NC(C)c2ccc3c(c2)OCO3)cc1 (configuration not stated)	0.2%	4%	4%	i	0.3	3%	i	-14%	1%

Pulled by compound from above:
canonical_smiles	Nrf2 ARE act	TGFb inhibitor	A549 tox	ATXN viability	CCT chaperon mod	HepG2 viability	Akt phos inh	Nrf2 block	Mm-Cpn inhibitor
O=C(CCN1C(=O)CSc2ccccc21)Nc1ccc(OC(F)(F)F)cc1	-0.5%	?	-3%	i	-2.2	-18%	i	-2%	2%
Cc1nc(NS(=O)(=O)c2ccccc2C)c2c3c(sc2n1)CCC3	-0.2%	-28%	-8%	i	-3.0	-8%	i	?	-3%

Additional compounds follow.
canonical_smiles	Nrf2 ARE act	TGFb inhibitor	A549 tox	ATXN viability	CCT chaperon mod	HepG2 viability	Akt phos inh	Nrf2 block	Mm-Cpn inhibitor
COc1ccc(OC)c(C2NC(=O)N(C)C(C)=C2C(=O)OCc2ccccc2)c1 (configuration not stated)	2.3%	?	12%	i	1.5	-39%	i	-7%	1%
Cc1ccc(C)c(N2CCN(S(=O)(=O)c3c(C(=O)N4CCCCC4)c(C)n(C)c3C)CC2)c1	0.0%	2%	0%	i	-1.7	2%	i	-6%	0%
CCN1CCCC1CNC(=O)c1cc([N+](=O)[O-])c(N(C)C)cc1OC (configuration not stated)	-0.3%	3%	-1%	i	-1.9	5%	i	-8%	1%
CCOC(=O)N1CCc2c(sc(NCc3cccs3)c2C(=O)Nc2cc(OC)ccc2OC)C1	6.7%	?	0%	/	/	0%	/	/	/
O=C(O)c1cc(N/N=C/c2ccc(OCc3ccccc3)cc2)ccc1Cl	-0.2%	-32%	9%	i	-4.8	10%	i	?	2%
CCC(C)[C@H](NS(=O)(=O)c1ccc(C)cc1)C(=O)N1CCC(C(=O)N[C@H](C(=O)O)c2ccccc2)CC1 (some centres not stated)	0.2%	1%	13%	i	1.4	-3%	i	0%	1%
COCCN(C(=O)COC(=O)c1c(NC(C)=O)sc(C)c1C)c1c(N)n(Cc2ccccc2)c(=O)[nH]c1=O	-0.5%	0%	-8%	i	0.0	-24%	i	?	-5%
Cc1nc(N2CCOCC2)nc(N2CCCC2)c1[N+](=O)[O-]	0.2%	19%	5%	i	0.7	-17%	i	-11%	3%
Cc1nn(-c2ccc(C(=O)O)cc2)c2c1C(=O)CC(C)(C)C2	0.1%	-25%	3%	i	-1.6	-5%	i	-18%	-1%
COCCNC(=O)c1cccc2c1-c1ccccc1C2=O	0.4%	15%	-2%	i	-1.9	0%	i	?	0%
Cc1ccccc1C(=O)Nc1ccnn1C1CCN(CCCc2ccccc2)CC1	0.9%	1%	-5%	i	0.3	9%	i	14%	-5%
CC(C)(C)c1ccc(OCC(=O)Nc2ccc(C(=O)Nc3ccccc3C(=O)O)cc2)cc1	-0.4%	19%	1%	i	-2.6	-15%	i	4%	1%
CCC(Sc1nnnn1-c1ccccc1)C(=O)NC(C)c1ccccc1 (configuration not stated)	-0.2%	-26%	-16%	i	0.7	-3%	/	/	-2%
Cc1cc(-c2nnc(CCC(=O)N3CCN(Cc4cccnc4)CC3)o2)c(C)o1	0.0%	3%	-2%	i	-3.1	-5%	i	16%	-13%
CCN(CC)S(=O)(=O)c1cccc(NC(=O)c2ccc(C#N)cc2)c1	2.1%	-18%	-5%	i	1.5	-25%	i	?	-2%
Cc1cc(NC(=O)c2ccc3nc(-c4ccccc4)c(-c4ccccc4)nc3c2)no1	0.3%	0%	-8%	i	0.2	-1%	i	-5%	0%
COc1ccc(-c2csc(N3CCC(c4ccccc4)C3)n2)cc1 (configuration not stated)	0.4%	1%	0%	i	0.7	0%	i	4%	-5%
Nc1nc(CCl)nc(Nc2cccc3ccccc23)n1	12%	11µM*	-11%	?	-0.3	13µM*	i	?	1%
O=C(CSc1nc2c(c(=O)[nH]1)CN(Cc1ccc(F)cc1)CC2)Nc1ccc(F)cc1	0.3%	3%	-8%	?	-4.3	-7%	i	-25%	3%
Cc1cccc(OCc2nnc(SCc3cc(=O)n4cc(Br)ccc4n3)o2)c1	-0.2%	-24%	-13%	i	-0.8	-8%	i	-23%	-28%
Cc1ccc(S(=O)(=O)N2CCN(C3CC(=O)N(c4ccc(F)cc4)C3=O)CC2)cc1C (configuration not stated)	-0.7%	-2%	1%	i	-0.4	12%	i	5%	1%
COc1ccc(-c2noc(-c3ccccc3F)n2)cc1	?	1%	22%	i	1.2	-30%	i	?	-1%
CCOC(=O)/C=C/[C@H]1CC(c2ccccc2)(c2ccccc2)CO1	13%	3%	7%	i	0.3	-5%	i	28%	-1%
Cc1ccc2c(Cl)c(C(=O)Nc3cc(C)on3)sc2c1	2.0%	-19%	-14%	i	-4.5	-9%	i	?	-5%
COc1ccc(-c2cc(C(=O)Nc3nc4c(C)cccc4s3)c3ccccc3n2)cc1OC	5.9%	-7%	-4%[1.84 µM]	i	0.6	0%	i	-20%	0%
COc1cccc(CNC(=O)CCc2c(C)c3cc4c(C)c(C)oc4cc3oc2=O)c1	3.0%	-25%	1%	/	/	-17%	/	25%	/
O=C(CCn1nc(-c2ccc(Cl)cc2)c2ccccc2c1=O)NCCN1CCOCC1	-0.1%	5%	7%	i	-3.6	-6%	i	-4%	-1%
O=C(Nc1ccc(Oc2ncnc3cc(Cl)ccc23)nc1)c1ccc(F)cc1	-0.8%	-1%	4%	i	-0.2	30%	i	2%	1%
CCN(C(=O)Cc1c(C(=O)O)n(C)c2ccccc12)c1cccc(C)c1	-0.2%	-14%	-6%	i	1.5	16%	i	-5%	1%
C/C(Cn1nnc2ccccc21)=N\OC(=O)c1cc(F)c(F)cc1Cl	-0.3%	2%	6%	i	-13	9%	i	-5%	0%
CCOC(=O)C1(Cc2ccccc2Cl)CCN(S(=O)(=O)N(C)C)CC1	-0.2%	1%	5%	i	-0.1	-27%	i	-6%	4%
O=C(CN(Cc1ccco1)C(=O)c1cc(=O)[nH]c2ccccc12)Nc1ccccc1Br	-0.6%	-3%	-9%	i	-3.1	1%	i	/	-2%
COCCNC(=O)C1CCC(CNS(=O)(=O)c2ccc3c(c2)CC(C)N3C(C)=O)CC1 (configuration not stated)	2.7%	-8%	5%	/	/	-10%	/	17%	/
CCN(CC)S(=O)(=O)c1ccc2[nH]cc(C(=O)NCCN3CCCCCC3)c(=O)c2c1	-0.4%	12%	0%	i	-1.0	-6%	i	0%	?
NC(=O)c1ccc(-c2noc(-c3ccccc3F)n2)cc1	1.2%	?	-1%	i	/	-4%	/	?	2%
Cc1noc(C)c1C(=O)N1CCN(Cc2ccccc2)CC1	2.0%	14%	0%	i	-14	3%	i	/	0%
NNC(=O)c1cccn(Cc2ccc(Cl)cc2Cl)c1=O	-0.9%	0%	4%	i	0.5	-13%	i	-1%	-1%
